PKA-R2B act – activators of PKA-R2B holoenzyme, primary screen, biochemical, fluorescence polarization, Cy5-IP20, human; cAMP-dependent protein kinase catalytic subunit beta (Homo sapiens) + cAMP-dependent …; PKA-R2B holoenzyme dissociation; R2B truncated from residue 108, S112A mutant; 0% DMSO only, 100% 113 µM cGMP; activation, % at 11.4 µM; actives 0.079% (n = 340,000);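 active = activation above a cutoff set at the mean over all compounds plus 3 SD, cut at about 18% in these data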;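 note: higher means more holoenzyme dissociation and a rise in polarization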
Target sequence (P31323 whole entry, looked up, other chains not shown, the tested form may be a part): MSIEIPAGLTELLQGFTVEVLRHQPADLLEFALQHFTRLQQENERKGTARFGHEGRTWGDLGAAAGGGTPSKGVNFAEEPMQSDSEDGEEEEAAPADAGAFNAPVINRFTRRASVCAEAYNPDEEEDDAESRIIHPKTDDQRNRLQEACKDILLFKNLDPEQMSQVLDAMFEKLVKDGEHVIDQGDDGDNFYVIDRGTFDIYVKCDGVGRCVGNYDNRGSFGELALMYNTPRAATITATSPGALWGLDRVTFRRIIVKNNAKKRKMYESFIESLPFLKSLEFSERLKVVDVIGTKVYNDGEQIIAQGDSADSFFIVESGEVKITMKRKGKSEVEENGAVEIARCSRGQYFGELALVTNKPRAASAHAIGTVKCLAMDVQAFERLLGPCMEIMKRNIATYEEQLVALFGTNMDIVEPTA
MITF TRPM1 HTS – activators of MITF-driven TRPM1 promoter reporter, primary screen, cell-based, SK-MEL-5, luciferase, single point | SK-MEL-5 TRPM1-promoter luciferase, 24 h; % of positive control, neutral wells = 0 | activation, % at 12.5 µM | actives 0.75% (n = 300,000) | AID 588334, 2011;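 active = mean activation of at least 80% with every replicate also reaching 80%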;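 note: 0% = neutral control wells and 100% = parthenolide positive control wells; values of inactives mirror those of a sister screen read the other way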
PKA-R1A activ – activators of PKA-R1A holoenzyme, primary screen, biochemical, fluorescence polarization, Cy5-IP20, bovine R1A, mouse PKAc; cAMP-dependent protein kinase type I-alpha regulatory subunit (Bos taurus) + …; PKA-R1A dissociation; scaled: DMSO 0%, 113 µM cGMP 100%; activation, % at 11.4 µM; actives 0.083% (n = 340,000); AID 504707, 2011;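 active = percent activation above the mean of all tested compounds plus 3 SD, cut at about 19% in these data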;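 note: higher means more PKAc released from R1A so a rise in polarization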
Mot1-301 SUMO – yeast Mot1-301 growth rescue at high temperature, primary screen, SUMOylation pathway inhibitor project, S. cerevisiae, ATP luminescence, 38.5C. S. cerevisiae Mot1-301 growth rescue; percent above DMSO median, 100 means doubled. growth rescue, % at 18.8 µM. actives 1% (n = 320,000);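 active = every valid replicate shows activation above 250% relative to neutral control wells; inactive = the rest, any valid replicate at or below 250%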;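 note: OY570 slx delta 5 strain wells were the positive control but not used for scaling; some compounds called inactive have numbers as strong as hits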
dFosB activator – activators of delta FosB homodimer, primary screen, biochemical, fluorescence polarization, TAMRA-CDK5 oligo, single point; Protein FosB (Mus musculus), P13346; purified delta FosB; percent of positive-control signal above neutral wells; activation, % at 25 µM; actives 0.99% (n = 340,000);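 active = mean activation above about 17%, with every replicate also reaching it, limit read from the data, passing the limit was not always enough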;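 note: fluorescence polarization rise as delta FosB binds a TAMRA Cdk5 AP-1 oligo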
SR-BI DiI inh – inhibitors of SR-BI mediated HDL lipid uptake, primary screen, ldlA[mSR-BI] cells, fluorescence, single point; ldlA[mSR-BI] CHO cells, DiI-HDL uptake fluorescence, 3 h; inhibition, % at 12.5 µM; actives 0.96% (n = 320,000);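 active = mean replicate inhibition of at least 70% and a set share of replicates each scoring 70 or more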;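 note: 0% = median of neutral control wells and 100% = median of positive control wells; values of inactives mirror those of a sister screen read the other way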
NSD2 inh – NSD2 histone methyltransferase inhibitors, primary screen, biochemical, AlphaScreen, single concentration, set 2. NSD2 peptide methylation, 120 min. inhibition, % at 12.5 µM. actives 0.54% (n = 310,000); in the data active = inhibition above about 50%
DSG3 Ab inh – inhibitors of pemphigus antibody binding to DSG3, primary screen, biochemical, bead-based, flow cytometry, scFv-GFP; AID 588358, 2011; actives 0.48% (n = 310,000); DSG3-coupled beads, scFv-anti-DSG3-GFP binding; active compounds read low; binding (percent of control), % at 10 µM; Desmoglein-3 (Homo sapiens), P32926;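 active = binding more than 3 SD below its plate's average and above zero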;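 note: hits lower antibody fragment binding to DSG3; some compounds called inactive have numbers as strong as hits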
Arrestin-AP2 inh – inhibitors of beta-arrestin/AP2 binding, primary screen, biochemical, GPCR trafficking, flow cytometry. actives 0.31% (n = 340,000). inhibition, % at 10 µM. beta-arrestin 1 C-terminal peptide binding to AP2 beta2-adaptin appendage (human). FITC-arrestin peptide / GST-AP2 beads; AP2 beta2 appendage carries R879A mutation. AID 504490, 2011;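 active = inhibition above a set limit, near 3 SD of compounds lacking own fluorescence, cut at about 54% in these data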;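 note: plate controls were DMSO wells for no effect and 5 µM unlabelled arrestin peptide for full effect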
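Assay system: GST-AP2 R879A bound to glutathione beads, E. coli-expressed; Medium: PBS with 0.05% Tween 20 and 0.1% BSA; Also added: fluorescein-tagged arrestin peptide at 50 nM final; Timing: 12 min plus 1 h, RT; Measured by: flow cytometry, FL1 (488/535 nm); Evaluation: percent drop in bead-associated FITC signal.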
CDK5 inh – inhibitors of human CDK5/p35 kinase, primary screen, biochemical, single concentration; inhibition, % at 10 µM; Cyclin-dependent kinase 5 (Homo sapiens) + Cyclin-dependent kinase 5 activator 1 (Homo …; Recombinant CDK5/p35, ADP-Glo luminescence, 60 min; AID 488839, 2010; actives 0.01% (n = 330,000);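 active = highest replicate inhibition of at least 50% and at least 75% of replicates reaching 50%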;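 note: plate controls were DMSO neutral control for no effect and GW8510 at 10 µM for full effect; many of its hits are not listed in these tables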
Target sequence (Q00535 whole entry, looked up): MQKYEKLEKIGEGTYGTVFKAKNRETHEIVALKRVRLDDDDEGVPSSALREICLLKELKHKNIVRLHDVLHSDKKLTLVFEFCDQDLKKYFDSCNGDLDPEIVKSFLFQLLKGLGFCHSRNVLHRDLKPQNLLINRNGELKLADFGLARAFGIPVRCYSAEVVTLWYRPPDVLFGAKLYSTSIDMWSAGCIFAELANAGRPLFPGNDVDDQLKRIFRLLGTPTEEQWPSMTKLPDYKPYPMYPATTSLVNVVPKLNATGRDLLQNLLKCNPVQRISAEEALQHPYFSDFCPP
Target sequence (Q15078 whole entry, looked up): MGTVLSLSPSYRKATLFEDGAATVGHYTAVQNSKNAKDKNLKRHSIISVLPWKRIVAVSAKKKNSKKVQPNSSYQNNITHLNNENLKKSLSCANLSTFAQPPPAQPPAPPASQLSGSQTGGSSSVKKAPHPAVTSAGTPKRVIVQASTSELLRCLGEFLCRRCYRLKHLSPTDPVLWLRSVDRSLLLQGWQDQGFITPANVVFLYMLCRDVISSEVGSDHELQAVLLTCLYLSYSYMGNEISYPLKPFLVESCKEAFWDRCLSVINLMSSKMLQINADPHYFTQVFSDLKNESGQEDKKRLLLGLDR
SR-BI uptake up – activators of SR-BI mediated DiI-HDL uptake, primary screen, ldlA[mSR-BI] CHO cells, DiI fluorescence. AID 504775, 2011. 3 h; 100 = double the neutral-control signal. activation, % at 12.5 µM. actives 0.096% (n = 320,000);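 active = mean replicate activation of at least 60% and every replicate at or above 60%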;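 note: 0% = median plate neutral-control signal and 100% = twice that signal; values of inactives mirror those of a sister screen read the other way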
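system = CHO ldlA[mSR-BI] cells, LDL receptor-null, SR-BI overexpressing | medium = Ham's F12 with 0.5% BSA, HEPES 25 mM, pH 7.4 | probe or stimulus = DiI-HDL 10 µg/mL | compound dosing = single-point compound dose | incubation = compound exposure 3 h, 37 °C | technique = DiI fluorescence, bottom read | read-out = cell-associated DiI fluorescence as measure of HDL uptake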
* marks the source's active call; other numbers are inactive results; . = not tested or not shown.

SMILES,PKA-R2B act,MITF TRPM1 HTS,PKA-R1A activ,Mot1-301 SUMO,dFosB activator,SR-BI DiI inh,NSD2 inh,DSG3 Ab inh,Arrestin-AP2 inh,CDK5 inh,SR-BI uptake up
O=C(O)c1cc(S(=O)(=O)Nc2ccccc2Cc2ccccc2)ccc1Cl,4,2,3,3,-7,-9,0,108,6,-1.8,9
COc1ccc(C(=O)Nc2ccc3ccccc3n2)cc1OC,-1,53,-3,-6,-20,40,-1,110,31,0.5,-40
Cc1ccccc1N1CCN(C(=O)NCc2cccc(Cl)c2)CC1,-12,10,0,-2,-7,.,-3,102,-2,-0.6,.
Cc1ccc2c(c1)[C@H]1[C@H](CO2)[C@H](c2ccccc2)[C@]2(C)C(=O)N(Cc3ccc(Cl)cc3)CC(=O)N12,12,-5,-10,0,-7,6,.,103,-4,1.7,-1
CCC(Oc1cc(Cl)ccc1Cl)C(=O)N1CCCN(C)CC1 (configuration not stated),-1,5,-4,-12,-4,23,2,99,1,1.7,-23
Cc1ccc(N2CC(C(=O)Nc3nnc(SCCC4OCCO4)s3)CC2=O)cc1 (configuration not stated),-3,-2,3,-6,-6,1,3,103,-5,0.7,-1
O=C(O)c1ccc(SCc2ccccc2)nc1,-1,.,0,22,3,-8,-2,104,6,-0.1,8
Cn1nnnc1N=N/C(=N/Nc1ccccc1)c1ccccc1,-23,.,-3,23,-6,26,15,101,26,-1.1,-26
CN(CC(=O)Nc1ccc(S(=O)(=O)N2CCCC2)cc1)Cc1c(F)cccc1Cl,-8,-2,2,-6,-4,23,-2,83,27,-0.1,-23
COc1ccc(NC(=O)CN(c2cccc(F)c2)S(C)(=O)=O)cc1OC,0,-9,-18,153,-4,-18,-4,99,0,0.0,18
Cc1cccc(N2CCC(NCc3c(C(=O)N4CCCCC4)nc4c(C)cccn34)CC2)c1,1,-5,-14,13,-4,2,9,129,-9,0.4,-2
COc1cc2[nH]c(=S)nc(NCc3ccccn3)c2cc1OC,-6,-1,-5,.,6,-9,-2,112,0,1.7,9

Arranged by value in DSG3 Ab inh (lowest first): three from the list above.
SMILES,PKA-R2B act,MITF TRPM1 HTS,PKA-R1A activ,Mot1-301 SUMO,dFosB activator,SR-BI DiI inh,NSD2 inh,DSG3 Ab inh,Arrestin-AP2 inh,CDK5 inh,SR-BI uptake up
COc1ccc(NC(=O)CN(c2cccc(F)c2)S(C)(=O)=O)cc1OC,0,-9,-18,153,-4,-18,-4,99,0,0.0,18
O=C(O)c1ccc(SCc2ccccc2)nc1,-1,.,0,22,3,-8,-2,104,6,-0.1,8
COc1cc2[nH]c(=S)nc(NCc3ccccn3)c2cc1OC,-6,-1,-5,.,6,-9,-2,112,0,1.7,9

Continuation:
SMILES,PKA-R2B act,MITF TRPM1 HTS,PKA-R1A activ,Mot1-301 SUMO,dFosB activator,SR-BI DiI inh,NSD2 inh,DSG3 Ab inh,Arrestin-AP2 inh,CDK5 inh,SR-BI uptake up
COc1ccc(C(=O)N2CCCC(C(N)=O)C2)cc1S(=O)(=O)N1CCOCC1 (configuration not stated),1,8,12,.,1,-12,2,.,-8,-1.0,12
COc1cccc(NC(=S)N(Cc2ccc(C(=O)O)cc2)Cc2ccc(OC)c(OC)c2)c1,5,-6,12,.,-8,-2,1,101,-19,1.0,2
O=C(CSC1=NCCS1)NC1CCCC1,9,9,-11,0,0,-8,-1,98,-6,0.8,8
CCOc1ccc(CCNC(=O)c2cccc(S(=O)(=O)N3CCOCC3)c2)cc1OCC,4,2,-11,8,-4,68,-1,100,16,0.4,-68
Cc1ccc(N2C(=O)c3ccccc3C2(O)c2ncc[nH]2)cc1 (configuration not stated),3,1,-1,-12,4,-38,-2,98,-60,-1.9,38
C=CCN(C)NC(=O)Nc1ccccc1,-6,1,-14,-1,0,-12,-1,96,-9,-0.9,12
Cc1cccc(-c2nnc(SCC(=O)Nc3cccc(C(=O)N4CCOCC4)c3)n2C)c1,-4,-2,-6,-4,3,-17,-2,86,26,-0.6,17
O=[N+]([O-])c1cc([N+](=O)[O-])c2n[nH]c(-c3ccccc3)c2c1,.,5,.,8,1,21,-3,101,5,-3.3,-21
O=C(COC(=O)C1Cc2ccccc2CN1C(=O)c1ccccc1Cl)Nc1ccc(N2CCOCC2)cc1 (configuration not stated),-5,1,-17,1,-3,76*,2,90,-7,1.7,-76
CS(=O)(=O)Nc1ccc(C(=O)NCc2ccccn2)cc1,12,-4,-3,20,4,-19,49,98,3,-0.3,19
COc1ccc(C(=O)COC(=O)/C=C/c2ccccc2[N+](=O)[O-])cc1,-6,13,-10,43,-7,5,0,94,19,0.7,-5
COc1ccc(CNc2nc3ccccc3n2C)c(OC)c1,0,40,-9,-6,-5,-6,-4,108,3,7.6,6

Next records.
SMILES,PKA-R2B act,MITF TRPM1 HTS,PKA-R1A activ,Mot1-301 SUMO,dFosB activator,SR-BI DiI inh,NSD2 inh,DSG3 Ab inh,Arrestin-AP2 inh,CDK5 inh,SR-BI uptake up
O=C(N/N=C/c1ccc(N2CCOCC2)cc1)c1ccccc1OCCOc1ccccc1,.,-11,.,5,-2,34,-2,97,29,0.2,-34
Cc1cc(C)nc(N/C(=N\S(=O)(=O)Cc2ccccc2)Nc2cccc(Cl)c2C)n1,-4,-5,-1,.,-7,-8,-5,103,2,-0.7,8
O=C(COC(=O)CCC(=O)c1ccc(F)cc1)Nc1ccccc1,0,9,-24,-8,-3,-17,-4,115,-3,-6.9,17
O=C(CCn1ccc([N+](=O)[O-])n1)NC1CCCCCC1,-9,-6,-7,-3,3,19,-2,105,41,-1.8,-19
COc1cc(NC(=O)c2ccc(NC3=NC4CS(=O)(=O)CC4S3)cc2)cc(OC)c1 (configuration not stated),-5,.,-5,-5,-1,21,.,97,16,2.1,-21
C/C(CC(=O)Nc1ccccc1-c1ccccc1)=N\NC(=O)COc1ccc(C)cc1Br,4,17,3,165,-7,-23,-2,102,-148,-1.1,23
CCCSc1nnc(CSc2nc3nc(C)cc(C)n3n2)o1,3,4,-4,1,0,6,-1,97,-8,0.9,-6
COCCOC(=O)C1=C(C)NC(=O)NC1c1cccs1 (configuration not stated),-1,2,-12,0,2,-11,1,107,-2,-3.6,11
C=CCn1cnnc1SCC(=O)N(C1CCCCC1)C1CCS(=O)(=O)C1 (configuration not stated),9,1,7,9,2,-25,-1,98,7,0.0,25
Cc1ccc2nc(NC(=O)CN3C(=O)C4CC=CCC4C3=O)sc2c1 (configuration not stated),1,2,-8,191,-11,12,3,116,-29,6.2,-12
CC1CCCCC1NC(=O)Cn1[nH]c(=O)c2ccccc2c1=O (configuration not stated),6,.,6,-5,-3,12,0,99,18,-0.2,-12
CCn1c(SCC(=O)NC2CCCC2)nnc1-c1ccco1,1,7,-7,-3,10,.,14,.,15,-0.9,.

Additional structures follow:
SMILES,PKA-R2B act,MITF TRPM1 HTS,PKA-R1A activ,Mot1-301 SUMO,dFosB activator,SR-BI DiI inh,NSD2 inh,DSG3 Ab inh,Arrestin-AP2 inh,CDK5 inh,SR-BI uptake up
CCOC(=O)CCSc1n[nH]c(=S)s1,-5,10,-3,39,3,4,0,106,1,1.5,-4
COc1ccc(C2N(c3cc(Cl)ccc3OC)C(=O)C3CCCN32)cc1OC (configuration not stated),1,-12,-2,-17,-1,15,.,111,-5,-2.2,-15
CC(=O)c1c(C)[nH]c(C(=O)NCCCN2CCCC2)c1C,-9,4,-19,-5,-5,4,7,101,-1,1.0,-4
O=C(NNC(=O)C1CCCN(c2ncccn2)C1)c1ccc(F)cc1 (configuration not stated),-3,-4,-12,90,0,-38,.,104,4,0.5,38
O=C(CSc1ncccc1C(=O)O)NC12CC3CC(CC(C3)C1)C2,9,6,5,-7,-6,0,2,104,3,0.9,0
O=C(CSc1nc2ccccc2c(=O)n1-c1ccc(SC(F)F)cc1)Nc1ccc(N2CCOCC2)cc1,-3,-8,-13,91,-9,9,-2,108,-11,-6.6,-9
COc1ccc(C2OC(=O)c3ccccc3S2)cc1 (configuration not stated),5,-2,-5,3,-14,4,.,97,-1,0.6,-4
COC(=O)C(Nc1nccs1)(OC)C(F)(F)F (configuration not stated),9,.,0,-13,-3,-24,-4,92,9,3.7,24
N#Cc1ccc(Cl)cc1NC(=O)COC(=O)c1cccc(S(=O)(=O)N2CCOCC2)c1,2,-15,-6,-12,-11,3,3,.,15,-1.2,-3
Cc1ccc(C(=O)CSc2nnc(CNc3ccc(C)cc3C)n2Cc2ccco2)cc1,-17,.,-2,0,-8,60,3,106,-3,-1.9,-60

Compound activity as filed in PubChem BioAssay.
